SKN-1 inh – C. elegans SKN-1 inhibition; C. elegans VP596 Pgst-4::GFP/RFP ratio, acrylamide-induced, 24 h; inhibition, % at 21.8 µM; 0.49% of 360,000 active; AID 624304;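 active = interference check ratio from 0.5 to 1.5 plus GFP to RFP signal ratio inhibition reaching or exceeding a fixed threshold, cut at about 30% in these data, passing the limit was not always enough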; also: some compounds called inactive have numbers as strong as hits
SUMO1-SIM PPI – alters human SUMO1 binding to SIM partners; P63165; SUMO1 binding to a labelled peptide, TR-FRET, 1 h; inhibition, % at 20 µM; 0.33% of 360,000 active; AID 602429; in the data active = inhibition above about 37%
Tb MetRS inh – blocks T. brucei methionyl-tRNA synthetase activity | purified T. brucei MetRS, ATP depletion, Kinase-Glo luminescence | inhibition, % at 11.9 µM | 0.4% of 360,000 active | AID 624268;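 active = inhibition above a per-plate cutoff of the control wells' mean inhibition plus 3 SD, cut at about 5.5% in these data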;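 also: 0% = DMSO wells median and 100% = median of wells with control inhibitor compound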
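assay system = parasite MetRS enzyme | timing = 15 min preincubation, 2 h reaction, all 25 °C | evaluation = percent inhibition relative to median high and low control wells | medium = HEPES buffer containing pyrophosphatase, BSA, spermine, DTT | compound = single dose, 11.9 µM final nominal, 0.9% final DMSO | detection = Kinase-Glo luminescence, ATP depletion format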
Scp-1 inhibitor – inhibitors of human Scp-1 phosphatase. inhibition, % at 20 µM. 0.88% of 340,000 active. Recombinant Scp1, phosphopeptide, malachite green phosphate absorbance;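 active = inhibition above about 50% at 20 µM, limit read from the data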;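 also: plate controls were DMSO wells with enzyme for no effect and wells lacking enzyme for full effect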
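assay system = SCP-1 phosphatase catalytic domain, residues 76-261 | buffer or medium = 50 mM Tris acetate pH 5.5, 0.005% Tween-20, 10 mM MgCl2 | incubation = enzyme reaction 45 min at room temperature, colour 5 min, stabilisation 30 min | signal = Phosphate-binding colour reagent, absorbance read at 630 nm | measure = % inhibition at 20 µM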
NRP1-CendR mod – NRP-1/CendR interaction modulation; inhibition, % at 25 µM; FAM-RPARPAR peptide binding to NRP-1, fluorescence polarization; 0.85% of 360,000 active; O14786;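 active = inhibition or corrected inhibition above about 18%, plus a signal ratio from 0.5 to 1.5, limit read from the data, passing the limit was not always enough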; also: strong numbers were not always called active
LMPTP inh – blocks human LMPTP phosphatase. P24666. recombinant LMPTP-A, OMFP fluorogenic substrate, fluorescence intensity. inhibition, % at 20 µM. 0.22% of 360,000 active. AID 651560;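 active = compounds that cut the enzyme signal by at least half of the control window in the single-dose screen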;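 also: plate controls were DMSO wells with enzyme plus substrate for no effect and substrate without enzyme for full effect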
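Assay system: LMPTP-A enzyme. Input: 0.625 nM LMPTP-A final. Probe or stimulus: 400 µM OMFP. Compound dosing: single 20 µM dose. Schedule: 50 min dark incubation at room temperature. Detection: fluorescence intensity of OMFP turnover product. Read-out: percent inhibition versus substrate-only and uninhibited controls. Benchmarks: no-enzyme low control, uninhibited high control.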
STEP block – inhibitors of human striatal-enriched phosphatase STEP; recombinant STEP, OMFP fluorogenic substrate, fluorescence; inhibition, % at 20 µM; 0.25% of 360,000 active;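 active = inhibition at 20 µM, scaled per plate between control wells, above about 37%, limit read from the data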;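 also: 0% = DMSO with enzyme and substrate and 100% = substrate only without enzyme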
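Measure: Control-normalized % inhibition with plate pattern correction | Test system: STEP phosphatase, cell-free reaction | Medium: pH 6.0 Bis-Tris with DTT and Tween 20 | Technique: Fluorescence, 480/540 nm | Times: Reaction 20 min, ambient temperature | Doses: Single compound dose of 20 µM, 1% DMSO final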
NadD block – inhibitors of Staphylococcus aureus NadD. purified NadD enzyme, colorimetric absorbance read-out. inhibition, % at 20 µM. 0.78% of 360,000 active; in the data active = inhibition above about 26%; also: some compounds past the cut are filed as inactive
Neddyl block – inhibitors of human cullin neddylation | P61081+Q13564 | TR-FRET cullin neddylation, biochemical | calls only at 25 µM | 0.58% of 360,000 active; in the data active = inhibition above about 36%
DNMT1 block – DNMT1 (human) enzyme inhibition; DNMT1 molecular beacon, Hinp1I cleavage, fluorescence; inhibition (reported as % activation of signal), % at 10 µM; 0.83% of 360,000 active; in the data active = inhibition above about 50%
Target sequence (P26358 504-1616 limits assumed): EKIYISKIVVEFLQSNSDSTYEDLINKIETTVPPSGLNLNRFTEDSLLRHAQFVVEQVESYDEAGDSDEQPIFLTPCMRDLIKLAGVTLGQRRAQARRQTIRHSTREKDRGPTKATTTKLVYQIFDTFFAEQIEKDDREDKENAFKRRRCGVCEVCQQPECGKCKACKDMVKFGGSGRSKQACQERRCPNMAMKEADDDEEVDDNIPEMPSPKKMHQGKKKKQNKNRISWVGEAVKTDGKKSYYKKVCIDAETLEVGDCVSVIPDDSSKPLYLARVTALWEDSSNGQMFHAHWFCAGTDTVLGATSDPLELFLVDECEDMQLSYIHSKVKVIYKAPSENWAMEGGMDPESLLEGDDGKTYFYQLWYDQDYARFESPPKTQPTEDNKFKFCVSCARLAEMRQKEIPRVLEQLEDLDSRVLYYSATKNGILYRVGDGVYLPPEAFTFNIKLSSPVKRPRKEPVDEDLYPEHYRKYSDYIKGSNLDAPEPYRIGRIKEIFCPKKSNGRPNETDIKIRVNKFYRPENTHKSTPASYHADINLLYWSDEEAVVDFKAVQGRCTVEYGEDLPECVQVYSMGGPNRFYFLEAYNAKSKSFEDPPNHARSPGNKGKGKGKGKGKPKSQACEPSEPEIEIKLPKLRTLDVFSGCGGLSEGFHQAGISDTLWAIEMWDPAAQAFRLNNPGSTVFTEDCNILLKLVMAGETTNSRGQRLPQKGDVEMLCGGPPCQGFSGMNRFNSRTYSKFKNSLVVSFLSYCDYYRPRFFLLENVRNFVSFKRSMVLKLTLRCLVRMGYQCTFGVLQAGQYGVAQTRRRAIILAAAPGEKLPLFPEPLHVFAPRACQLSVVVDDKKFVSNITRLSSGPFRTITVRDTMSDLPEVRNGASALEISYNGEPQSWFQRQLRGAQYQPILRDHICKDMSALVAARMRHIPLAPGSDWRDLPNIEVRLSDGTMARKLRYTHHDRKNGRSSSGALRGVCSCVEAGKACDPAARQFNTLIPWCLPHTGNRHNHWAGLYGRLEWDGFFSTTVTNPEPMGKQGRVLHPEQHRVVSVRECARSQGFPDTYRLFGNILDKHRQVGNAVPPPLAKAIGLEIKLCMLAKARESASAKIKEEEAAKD
An asterisk follows results filed as active; i = inactive; · = not tested or not shown; + = active, no number; & = joins results of further samples.

SMILES | SKN-1 inh | SUMO1-SIM PPI | Tb MetRS inh | Scp-1 inhibitor | NRP1-CendR mod | LMPTP inh | STEP block | NadD block | Neddyl block | DNMT1 block
COc1ccc(C(CNC(=O)CN(C)S(=O)(=O)c2ccc(C)cc2)N2CCCC2)cc1 (stereo not drawn) | 6 | -3 | 0.0 | -15 | -2 | -1.6 | -2 | -1 | i | 0
CCCc1nc(SCC(=O)Nc2nccs2)c2ccccc2n1 | -1 | -3 | -0.7 | -11 | -5 | 0.4 | 1 | -1 | i | 1
Cc1cccc(N2CCN(C(=O)C3CCC(=O)N(Cc4ccccc4F)C3)CC2)c1C (stereo not drawn) | 11 | 2 | 0.2 | -2 | 0 | 0.4 | 1 | 9 | i | 0
CCOc1ncccc1C(=O)NCCN1C(=O)S/C(=C/c2cccs2)C1=O | 18 | -18 | -1.8 | -6 | -3 | -0.6 | 2 | -2 | i | -2
O=C(NCc1ccccc1Cl)c1cc2ccccc2oc1=O | -5 | -1 | -0.8 | -6 | 1 | -0.4 | 2 | -7 | i | 2
O=C1CN(S(=O)(=O)c2ccc(F)cc2)CCN1 | 7 | -3 | -0.3 | -1 | 8 | 0.5 | 1 | -3 | i | 6
CC(C)(C)c1cc(CCC(=O)NNC(=O)c2ccncc2)cc(C(C)(C)C)c1O | -13 | 0 | 0.1 | 5 | 2 | 0.2 | -3 | 3 | i | 4
NC(=O)c1ccsc1NC(=O)COC(=O)c1ccc(Cl)c(N)c1 | 3 | 21 | -0.5 | 18 | -11 | 9.0 | -4 | 6 | i | -6
COCCN(C(=O)COC(=O)C1CC1C)c1c(N)n(Cc2ccccc2)c(=O)[nH]c1=O (stereo not drawn) | -4 | 1 | -0.4 | -2 | 0 | -0.3 | -1 | -2 | i | 0
O=C(Cc1cc(=O)[nH][nH]1)N/N=C/C(Cl)=C/c1ccccc1 | 9&0 | -9&-20 | -0.3&0.1 | -6&-7 | -1&15 | -2.3&-2.3 | -5&4 | 2&3 | i | -7&-12
COc1ccc(C(=O)C=Cc2ccc3c(c2)OCO3)cc1OC | 2 | -22 | -0.1 | · | -5 | 1.6 | 1 | -5 | i | -1
O=C(Cc1ccccc1)N/N=C/c1ccc([N+](=O)[O-])s1 | 5 | -26 | 0.9 | -3 | -11 | -1.9 | 2 | -1 | i | -7

Five neighbouring entries out of the list so far:
SMILES | SKN-1 inh | SUMO1-SIM PPI | Tb MetRS inh | Scp-1 inhibitor | NRP1-CendR mod | LMPTP inh | STEP block | NadD block | Neddyl block | DNMT1 block
CC(C)(C)c1cc(CCC(=O)NNC(=O)c2ccncc2)cc(C(C)(C)C)c1O | -13 | 0 | 0.1 | 5 | 2 | 0.2 | -3 | 3 | i | 4
NC(=O)c1ccsc1NC(=O)COC(=O)c1ccc(Cl)c(N)c1 | 3 | 21 | -0.5 | 18 | -11 | 9.0 | -4 | 6 | i | -6
COCCN(C(=O)COC(=O)C1CC1C)c1c(N)n(Cc2ccccc2)c(=O)[nH]c1=O (stereo not drawn) | -4 | 1 | -0.4 | -2 | 0 | -0.3 | -1 | -2 | i | 0
O=C(Cc1cc(=O)[nH][nH]1)N/N=C/C(Cl)=C/c1ccccc1 | 9&0 | -9&-20 | -0.3&0.1 | -6&-7 | -1&15 | -2.3&-2.3 | -5&4 | 2&3 | i | -7&-12
COc1ccc(C(=O)C=Cc2ccc3c(c2)OCO3)cc1OC | 2 | -22 | -0.1 | · | -5 | 1.6 | 1 | -5 | i | -1

Following part.
SMILES | SKN-1 inh | SUMO1-SIM PPI | Tb MetRS inh | Scp-1 inhibitor | NRP1-CendR mod | LMPTP inh | STEP block | NadD block | Neddyl block | DNMT1 block
C[C@H](Cc1ccccc1)Nc1ncnc2c1ncn2[C@@H]1O[C@H](CO)[C@@H](O)[C@H]1O | 98 | 6 | -0.6 | -9 | -9 | -1.2 | -4 | 0 | i | 3
C/C(=N\NC(=O)COc1ccccc1-c1ccccc1)c1cccnc1 | -4 | 0 | -0.4 | 2 | -5 | -1.0 | 4 | -2 | i | -1
O=[N+]([O-])c1ccc(-c2csc(N3CCc4ccccc4C3)n2)cc1 | 11 | -13 | -0.5 | 1 | -1 | 1.9 | 1 | 6 | i | -2
O=c1c2ccccc2nnn1CSc1nnc(-c2ccco2)o1 | 3 | -8 | -1.0 | -6 | -1 | 0.2 | 0 | -6 | i | 6
Cc1coc2c(C)c3oc(=O)c4c(c3cc12)CCCC4 | 9 | 4 | 0.0 | 0 | 6 | 0.0 | 2 | -2 | i | 4
Cc1ccc(S(=O)(=O)N2[C@@H](c3ccccc3F)C(C(=O)O)=CC[C@H]2c2cccc(Cl)c2)cc1 | 15 | 0 | -0.5 | -5 | -2 | -0.2 | 0 | 2 | i | 1
O=C(N/N=C/c1cnc2ccccc2n1)c1cccc(F)c1 | -4 | -19 | -0.1 | 1 | -9 | -1.5 | 8 | 5 | i | 2
O=C(COc1ncnc2sccc12)N1CCN(S(=O)(=O)c2ccc(Cl)cc2)CC1 | 5 | 3 | 0.2 | 37 | -7 | 0.9 | 1 | 5 | i | -5
O=C(Nc1cccc2ccccc12)c1ccc([N+](=O)[O-])s1 | -6 | -26 | -0.3 | -8 | 0 | 0.2 | -1 | -6 | i | -4
COc1cccc(-c2nc(CS(=O)(=O)CC(=O)NCCCc3ccccc3)c(C)o2)c1 | 9 | -66 | -0.5 | -2 | 6 | 1.3 | 1 | -8 | i | -1
COc1ccc(C(=O)C2CCCN(C(=O)c3ccc(CSC)o3)C2)cc1F (stereo not drawn) | 7 | 3 | -0.4 | -12 | 7 | -0.3 | -2 | -7 | i | 2
COC(=O)c1c(C)[nH]c(C(=O)NCCc2ccc(S(N)(=O)=O)cc2)c1C | -9 | -1 | -0.2 | -8 | -1 | 0.3 | 2 | 1 | i | 0
COCCN1C=C(C(=O)OC)C(c2ccc3c(c2)OCO3)C(C(=O)OC)=C1 | 4 | -7 | -0.2 | -11 | -6 | -1.2 | 0 | 6 | + | 2
CCC(=O)N(Cc1cc2cc(OC)ccc2[nH]c1=O)c1ccc(C)cc1 | -16 | 0 | -1.0 | 0 | -5 | -0.3 | -2 | 2 | i | 1
C[C@H](CO)N1C[C@H](C)[C@@H](CN(C)C(=O)Nc2ccccc2F)Oc2cc(Br)ccc2S1(=O)=O | -2 | 3 | 0.7 | · | 0 | -0.1 | -4 | 1 | i | 2
CC(=O)Nc1sc(C)c(C)c1C(=O)OC1CCOC1=O (stereo not drawn) | -14 | 1 | 0.1 | 0 | -14 | -0.1 | -2 | -3 | i | 1
O=C(C[C@@H]1CC[C@@H]2[C@H](COC[C@H](O)CN2CCC(F)(F)F)O1)NCc1ccc2c(c1)OCO2 | -3 | -2 | -0.2 | · | 11 | -1.0 | · | · | i | ·
COc1ccc(N2CCN(C(=O)CCc3ccc(S(=O)(=O)NC(C)(C)C)cc3)CC2)cc1 | -2 | 0 | -0.8 | -2 | 8 | -1.3 | -1 | 0 | i | 0
O=C(c1ccc(F)cc1)C1CCN(Cc2ccccc2F)CC1 | 9 | -2 | -0.2 | · | -5 | -1.1 | -1 | -3 | i | -6
COc1ccc(C(=O)c2c3ccccc3[n+]([O-])n2Cc2ccc(C(N)=O)cc2)cc1 | -5 | -15 | -0.5 | 6 | 9 | -1.4 | -2 | -5 | i | -7
Cc1ccccc1OCCC(=O)Nc1ccc(S(=O)(=O)N(C)C2CCN(C)CC2)cc1 | -9 | -2 | -0.4 | -2 | -2 | -1.0 | 1 | -5 | i | -1
CS(=O)(=O)c1ccc(Sc2nc3ccccc3[nH]2)c([N+](=O)[O-])c1 | -7 | -2 | 0.7 | 3 | 14 | -1.9 | 6 | -6 | i | 10
COCC(=O)NC1CCN(CC(=O)Nc2ccccc2[N+](=O)[O-])CC1 | 11 | -15 | -0.6 | -3 | 15 | -0.5 | -1 | 0 | i | 1
O=C(NCCS(=O)(=O)N1CCN(c2ccccc2F)CC1)c1ccc(F)c(F)c1 | 12 | 3 | -0.1 | -9 | 0 | 0.7 | 3 | -3 | i | 0
CCN1C[C@@H]2[C@@H]3C(=O)N(C)C(=O)[C@@H]3[C@](CC)(C1=O)N2C(=O)c1ccc(C)cc1 | 9 | 3 | -0.3 | 2 | 6 | -1.1 | 0 | -3 | i | -4
Cc1ccc(NS(=O)(=O)c2cccc3nsnc23)cc1[N+](=O)[O-] | -11 | -30 | -2.1 | -4 | 1 | -1.0 | 1 | -2 | i | -6
C/C(=N\NC(=O)c1ccc(OC2OCCOC2Oc2ccc(C(=O)N/N=C(\C)c3ccncc3)cc2)cc1)c1ccncc1 (stereo not drawn) | 16 | 78* | -0.3 | 14 | -79 | 66* | 45* | 32* | i | 34
Cc1nnsc1Sc1ccccc1C(=O)O | 3 | 3 | -0.6 | 3 | 11 | -1.6 | -2 | 0 | i | 0
C/C=C/c1ccc2c(c1)O[C@H](CN(C)CC1CCOCC1)[C@@H](C)CN([C@H](C)CO)S2(=O)=O | 9 | 5 | -0.3 | · | -6 | 0.2 | 1 | 3 | i | 1
COCCN(C(=O)Cc1cccs1)C(C(=O)NCc1ccc(OC)cc1)c1ccc(C)cc1 (stereo not drawn) | 2 | 3 | -0.1 | -7 | 5 | 0.1 | 2 | 6 | i | -1
CC(C)(C)c1ccc(OCCC(=O)Nc2cccc(S(=O)(=O)N3CCOCC3)c2)cc1 | -13 | -2 | -0.2 | -17 | -2 | 5.8 | -1 | -10 | i | -1
CC(=O)Oc1cccc(N2C(=O)c3cccc4c([N+](=O)[O-])ccc(c34)C2=O)c1 | -16 | -24 | 0.6 | -9 | 10 | 0.1 | 1 | -2 | i | 23
CCCCn1c(-c2ccc(OC(F)F)cc2)nc2c1c(=O)[nH]c(=O)n2CC(C)C | -3 | -4 | 0.1 | -12 | 6 | 1.8 | 2 | -4 | i | -3
O=C(C1=C(O)C(=O)N(CCN2CCOCC2)C1c1ccncc1)c1ccco1 (stereo not drawn) | -4 | 1 | -0.1 | -11 | -17 | -1.9 | 3 | 3 | i | 1
Cc1ccn2c(C(=O)N/N=C\c3ccc4c(c3)OCO4)c(C)nc2c1 | -2 | -5 | -1.6 | 0 | 2 | -0.9 | 0 | 0 | i | 8
COc1cc(S(=O)(=O)Nc2ccccc2C(=O)N2CCCC2)ccc1NC(C)=O | -6 | 21 | -0.1 | 1 | -6 | 6.8 | 0 | -3 | i | 1
COC(=O)c1ccc(OC(=O)c2ccccn2)cc1 | 6 | 2 | -0.4 | -3 | 10 | -1.0 | -4 | -4 | i | 4
